# High-throughput results as filed in PubChem BioAssay.
# STAT3 blocker – STAT3 signaling inhibition; U3A cells, IL-6 STAT3-luciferase reporter, luminescence; host cell line lacks STAT1; inhibition, % at 5.5 µM; actives 0.89% (n = 190,000); AID 862;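 active = inhibition above the mean inhibition across all screened compounds plus 3 SD, cut at about 44% in these data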;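 also: 0% = DMSO only wells and 100% = 100 µM nifuroxazide control wells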
# RAM inhibit – yeast RAM network inhibition; S. cerevisiae dse1pr::URA3 reporter, 5-FOA growth OD615, 2 d; analog-sensitive cbk1-as2 kinase mutant strain; inhibition, % at 50 µM; actives 1.8% (n = 190,000);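 active = inhibition above a set limit, 3 SD over mean compound inhibition, cut at about 8.4% in these data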;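 also: 0% = DMSO-only wells with no growth and 100% = 10 µM 1-NA-PP1 full growth; inhibition rescues growth on 5-FOA so higher OD means more RAM inhibition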
# ROMK primary – human ROMK K+ channel modulation, primary screen; P48048; Tet-inducible ROMK, thallium flux fluorescence; actives lie on both sides; B-score at 10 µM; actives 2% (n = 130,000); AID 1918;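 active = signal ratio slope over the read window, or its plate-corrected B-score, at least 3 SD from the plate mean, either direction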;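 also: B-score of the F/F0 ratio slope over 7 to 12 s after thallium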
# Target sequence (P48048 whole entry, looked up): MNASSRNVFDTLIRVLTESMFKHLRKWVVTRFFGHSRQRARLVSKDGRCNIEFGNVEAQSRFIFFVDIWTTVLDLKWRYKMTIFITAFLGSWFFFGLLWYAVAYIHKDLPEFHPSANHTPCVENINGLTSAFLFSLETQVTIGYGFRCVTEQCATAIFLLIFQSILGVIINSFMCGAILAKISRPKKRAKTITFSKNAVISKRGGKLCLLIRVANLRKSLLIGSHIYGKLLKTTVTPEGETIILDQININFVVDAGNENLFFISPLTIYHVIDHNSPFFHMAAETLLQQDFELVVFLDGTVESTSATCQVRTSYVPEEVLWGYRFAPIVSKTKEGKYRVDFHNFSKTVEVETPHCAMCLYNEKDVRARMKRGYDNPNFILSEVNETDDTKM
# SRC2 TRFRET art – flags TR-FRET format artefacts in PPARgamma SRC-2 recruitment agonist screen; TR-FRET artefact counter-screen; hits give high values; TR-FRET ratio at 8 µM; actives 0.4% (n = 200,000); in the data active = TR-FRET ratio above about 2000; also: inactives centre near 1500
# PPARg SRC-1 ag – agonists of human PPARgamma SRC-1 coactivator recruitment; AID 631; actives 0.41% (n = 200,000); PPARgamma-SRC-1 coactivator recruitment biochemical assay; activation, % at 8 µM; in the data active = activation above about 19%;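 also: 0% = DMSO and 100% = reference agonist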
# TLR4-MyD88 BLA – blocks binding of human TLR4 to MyD88 | HeLa CL3-4 TLR4/MyD88 BLA complementation, FRET ratio | actives 0.18% (n = 200,000) | inhibition, % at 8.4 µM | O00206+Q99836; in the data active = inhibition above about 25%;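 also: 0% = vehicle and 100% = reference inhibitor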
# PPARg SRC-3 ag – agonists of human PPARgamma SRC-3 coactivator recruitment | P37231 | biochemical PPARgamma/SRC-3 coactivator recruitment assay | activation, % at 8 µM | actives 0.26% (n = 200,000) | AID 731; in the data active = activation above about 23%;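 also: 0% = DMSO and 100% = reference agonist; some compounds past the cut are filed as inactive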
# PPARg SRC2 recr – agonists of SRC-2 recruitment by human PPARgamma; P37231; PPARgamma LBD-SRC-2 recruitment, biochemical; activation, % at 8 µM; actives 0.34% (n = 200,000); in the data active = activation above about 22%;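 also: 0% = vehicle and 100% = reference agonist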
# STAT1 blocker – reduces IFN-gamma driven STAT1 reporter signal; actives 0.35% (n = 200,000); inhibition, % at 5.5 µM; NIH 3T3 STAT1-luciferase reporter, luminescence;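 active = inhibition above a set limit, the mean inhibition across all tested compounds plus 3 SD, cut at about 34% in these data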;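 also: 0% = IFN-gamma with DMSO and 100% = IFN-gamma with 300 µM nifuroxazide; values of inactives mirror those of a sister screen read the other way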
# STAT3 activator – STAT3 signaling activation | U3A cells, IL-6 STAT3-luciferase reporter, luminescence; 100% = signal with IL-6 EC80 alone | activation (% of control), % at 5.6 µM | actives 0.91% (n = 190,000) | AID 871;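 active = activation above the screen-wide mean of compound activation plus 3 SD, cut at about 130% in these data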;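 also: 0% = background luminescence of wells with medium and substrate only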
#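 Test system: Human STAT1-deficient U3A cells with stable STAT3-luciferase reporter | Also added: Interleukin-6, 33 ng/mL | Timing: Compound pre-incubation 1 h before IL-6, then 6 h stimulation at 37 °C | Technique: Luciferase reporter luminescence | Read-out: Percent of IL-6-only median luminescence | Benchmarks: IL-6-only wells as 100% reference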
# S1P3 antag – antagonists of human S1P3 receptor | Q99500 | CHO S1P3 NFAT-BLA reporter, FRET fluorescence, antagonist mode | inhibition, % at 4.98 µM | actives 0.27% (n = 170,000) | AID 485;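 active = inhibition above the plate cutoff, the mean inhibition of test wells on that plate plus 3 SD, cut at about 28% in these data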;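 also: cells challenged with S1P at its EC80 of 0.8 µM; blue over green emission ratio from cleaved BLA substrate after 4 h stimulation; 0% = S1P-stimulated wells and 100% = unstimulated DMSO-only wells; some compounds past the cut are filed as inactive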
# Target sequence (Q99500 whole entry, looked up): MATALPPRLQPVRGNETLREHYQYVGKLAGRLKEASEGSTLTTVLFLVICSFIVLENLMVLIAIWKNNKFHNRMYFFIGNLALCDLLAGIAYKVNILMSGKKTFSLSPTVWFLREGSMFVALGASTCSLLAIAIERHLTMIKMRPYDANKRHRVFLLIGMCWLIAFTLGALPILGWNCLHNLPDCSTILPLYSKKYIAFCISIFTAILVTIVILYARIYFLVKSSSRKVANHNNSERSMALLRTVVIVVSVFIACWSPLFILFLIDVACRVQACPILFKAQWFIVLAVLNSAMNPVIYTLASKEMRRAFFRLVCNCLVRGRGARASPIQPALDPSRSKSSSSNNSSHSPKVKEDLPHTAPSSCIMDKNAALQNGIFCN
# * hit, by the source's call; . = not tested or not shown.
Molecule	TLR4-MyD88 BLA	STAT1 blocker	PPARg SRC2 recr	PPARg SRC-1 ag	S1P3 antag	STAT3 blocker	SRC2 TRFRET art	STAT3 activator	RAM inhibit	PPARg SRC-3 ag	ROMK primary
O=[N+]([O-])c1ccc(-c2nnc(-c3ccccc3)c(NCCCO)n2)cc1	-8	-7	-6	1	-5	12	1593	88	13*	0	0.048
Cc1ccc(C2(C(F)(F)F)NC(=O)N3C(=C2C#N)Nc2ccccc23)cc1 (stereo not drawn)	-19	-2	16	9	.	-8	1604	105	2.7	14	0.0013
O=C(Nc1ccc(F)cc1)NC1(C(=O)NCc2ccco2)CCCCC1	6	-4	-3	6	-24	-3	1561	106	2.5	2	0.19
O=C(Nc1nc2ccc(SC(F)F)cc2s1)c1ccc2c(c1)S(=O)(=O)c1ccccc1C2=O	0	4	12	8	3	13	1781	91	6.7	7	-0.48
CCOC(=O)C1CCCN(Cc2sccc2C)C1 (stereo not drawn)	4	5	-3	-3	.	4	1350	101	0.4	-5	-0.62
Cc1nn(Cc2ccccc2Cl)c2sc(C(=O)NCCCn3ccnc3)cc12	-6	11	8	-3	-7	15	1827	92	0.5	8	.
CCOC(=O)CC(=O)Nc1cc(Cl)ccc1O	3	-3	3	8	-12	11	1599	94	0.7	1	0.071
Cc1oc(/N=C/c2ccc(Cl)cc2)c(C#N)c1C	-3	-9	2	6	-39	-50	1678	146*	0.6	4	-0.072
O=C(NCc1cccnc1)C(=O)NCC(c1ccco1)N1CCOCC1 (stereo not drawn)	8	3	5	7	-14	4	1730	100	0.0	0	-0.42
COCCOC(=O)C1=C(N)Oc2c(oc(CO)cc2=O)C1c1ccccc1F (stereo not drawn)	6	5	-8	2	.	6	1344	98	-0.4	-4	.
COCCCN1C(=O)C(=O)/C(=C(/O)c2ccc(OC)cc2C)C1c1cccnc1 (stereo not drawn)	0	3	-3	-2	3	-2	1636	105	0.8	4	.
COc1cccc(C(=O)Nc2ccc3nc(N4CCOCC4)cc(C)c3c2)c1	-12	16	5	11	15	21	1625	87	1.8	20	.
CN(CC(=O)NCCN1CCCCCC1)S(=O)(=O)c1cccc2nsnc12	10	10	0	8	-8	2	1751	103	0.9	-8	0.024
Cc1cccc(Nc2nc(N3CCN(C)CC3)nc(N)c2[N+](=O)[O-])c1	2	-1	7	3	-10	-3	1638	99	1.0	4	.
Cc1ccc(NC(=O)COC(=O)c2ccc3c(c2)OCCO3)cc1S(=O)(=O)N1CCOCC1	-6	-8	-7	-2	5	12	1551	99	3.1	-2	-0.28
O=C(Nn1cnnc1)c1ccc(Br)s1	6	-1	-1	3	5	1	1467	103	0.4	1	-0.12
Cc1cc(Br)ccc1SCC(=O)OCC(=O)N1CCN(C(=O)c2ccco2)CC1	-2	-7	-2	4	-4	7	1745	96	1.2	2	.
COc1ccc(CC(=O)NCc2n[nH]c(=S)n2C)cc1	-4	0	-5	-4	-17	3	1448	100	1.0	1	0.025
CCN(CC)S(=O)(=O)c1ccc(NC(=O)COC(=O)c2ccc(-n3nc(C)cc3C)cc2)cc1	2	-1	8	-1	.	2	1561	99	4.9	3	0.91
C#CCOCCOCCOCCNc1nc(N2CCN(C(=O)[C@H]([C@@H](C)O)n3cc(CCCCN)nn3)CC2)nc(N2CCN(C(=O)[C@H](Cc3ccc(O)cc3)n3cc(CCO)nn3)CC2)n1	-1	-10	2	-2	-20	-7	1476	104	-1.4	-1	2*
Cc1ccc(Cl)cc1NC(=O)COC(=O)c1ccc(COc2ccc3c(C)cc(=O)oc3c2)cc1	-4	-2	9	4	-16	10	1762	91	1.1	5	-0.35
O=C(Nc1ccccc1)c1nnn(Cc2ccccc2)c1NC(=O)C(F)(F)F	13	-20	3	-7	.	14	1697	91	0.3	-3	.
Cc1c(NC(=S)NC(=O)Cc2ccccc2)cccc1C(=O)O	4	-7	10	-6	.	11	1780	101	22*	-4	.
CC1(C(=O)N(Cc2ccccc2)Cc2ccccc2)CC1(Br)Br (stereo not drawn)	-5	7	4	6	-24	-10	1511	107	8.8*	5	0.53
COc1cccc(C(=O)Nc2ccc(C(=O)NCC(C)C)cc2)c1	8	10	1	-3	9	1	1480	106	5.3	-2	0.59
CSc1ncc(C(=O)O)c(C)n1	4	-4	0	1	.	-4	1462	105	2.7	0	.
Cc1cc(C)nc(Sc2ccc(/C=C(\C#N)C(=O)Nc3ccccc3)o2)n1	11	2	9	-3	.	22	1658	86	1.1	4	-0.79
COc1ccc2c(CC(=O)OCC(=O)Nc3cc(C)c(C)cc3[N+](=O)[O-])coc2c1	-6	0	6	5	-7	-10	1622	107	12*	1	0.46
S=C(NCc1cccnc1)Nc1ccc(Cl)cc1Cl	-11	1	0	-1	-2	5	1645	104	1.4	3	-1.4
O=C(CNC(=O)c1ccccc1F)N/N=C/c1cn[nH]c1-c1ccccc1	-11	-4	-4	3	2	2	1489	100	0.4	0	0.12
CCCSc1nc(SCC(=O)NCc2ccccc2)c2c3c(sc2n1)COC(C)(CC)C3 (stereo not drawn)	-3	-1	2	-6	.	-2	1438	104	12*	-3	.
O=C(CSc1nnnn1C1CCCC1)Nc1ccc2c(c1)OCO2	2	-4	6	11	-30	5	1758	102	1.8	14	-0.53
COc1cccc(NC(=O)CN2CCN(c3ccccc3F)CC2)c1	-8	-7	-1	-4	-7	-5	1479	106	0.3	-4	.
CS(=O)(=O)N1CCc2cc(S(=O)(=O)Nc3ccc4oc5c(c4c3)CCCC5)ccc21	-4	8	-1	6	14	5	1727	95	6.1	9	.
COC(=O)c1ccc(Cl)c(NC(=O)c2ccc(-c3ccccc3)cc2)c1	5	-1	-4	2	.	-31	1311	136*	-0.5	-4	-0.18
Cc1cc(C)c(NC(=O)C(C)Sc2nc3ccc(N4C(=O)c5ccccc5C4=O)cc3s2)c(C)c1 (stereo not drawn)	16	5	-4	0	.	4	1490	103	0.8	6	.
CC(=O)C1=C(C)NC(SCC(N)=O)=C(C#N)C1c1cccnc1 (stereo not drawn)	20	0	-2	1	-6	0	1573	104	1.9	6	-0.35
Cc1ccc(CCNC(=O)C2CCC(CNc3c(N4CCCC4)c(=O)c3=O)CC2)cc1 (stereo not drawn)	4	0	-1	4	.	6	1732	99	0.0	6	.
O=C(Cn1cncc1-c1ccc([N+](=O)[O-])cc1)Nc1ccccc1F	1	9	3	4	-5	6	1768	93	4.2	4	0.15
COc1ccc(CC(=O)Nc2c3c(nn2-c2ccccc2C)CS(=O)C3)cc1 (stereo not drawn)	-11	9	7	5	-6	0	1654	103	0.7	-15	0.28
COc1ccccc1NS(=O)(=O)c1ccc2oc(SCc3ccc(F)cc3)nc2c1	-6	14	2	3	-13	10	1639	99	14*	5	-0.47
CN1CCN(Cc2c(O)ccc3cc(-c4ccccn4)c(=O)oc23)CC1	-1	-1	-3	8	-4	2	1484	100	0.6	1	-3.3*
CCCC(=O)Nc1nc2ccc(NC(=O)c3ccccc3F)cc2s1	2	-8	-9	10	-14	2	1543	99	1.9	-7	0.78
CC1CC(=O)C2=C(C1)Nc1nc3ccccc3n1C2c1cccnc1 (stereo not drawn)	-1	1	9	16	-17	0	1625	102	1.7	3	-1.2
Cc1cc(C)n(C(=O)Cc2cn3ccsc3n2)n1	-12	4	-4	-6	-2	11	1445	94	-0.2	-8	.
CCOC(=O)CSC1=C(C#N)C(c2ccc(F)cc2)C(C(C)=O)=C(C)N1 (stereo not drawn)	1	4	-4	10	30	12	1621	92	3.4	7	-0.16
Brc1ccc2c(c1)C(c1cccs1)=NNC(c1cccnc1)=N2	4	17	6	3	.	17	1590	88	3.4	2	.
COc1ccccc1OCCCCOc1ccccc1C(C)=O	13	8	-1	-4	6	16	1509	89	0.4	1	-2.2
O=C(NC(Cc1ccccc1)C(=O)Oc1ccc2c(C(F)(F)F)cc(=O)oc2c1)OCc1ccccc1 (stereo not drawn)	39*	-4	2	2	5	-1	1408	101	2.4	-3	-0.57
COc1cc(C(=O)NCCC(=O)NCCN2CCCCCC2)cc(OC)c1OC	-13	9	-2	0	-12	4	1466	100	1.4	2	-0.64
COc1ccc(C(C(O)C(=O)c2c[nH]c3ccccc23)N2CCN(c3ccc(OC)cc3)CC2)cc1 (stereo not drawn)	-8	1	4	6	-4	-4	1656	110	1.1	0	-0.028
CCn1ccnc1CN(C)C(=O)CCc1nnc(CCCc2ccccc2)o1	-13	-5	12	7	-37	3	1640	102	0.9	4	0.38
COc1ccc(S(=O)(=O)N2CCN(C(=O)c3cccs3)CC2)cc1	4	2	-10	5	-66	-1	1304	108	0.1	-1	.
NC1=NC2(CCCCC2)n2c(nc3ccccc32)N1	3	-4	1	-4	3	16	1443	91	1.1	-5	.
COc1ccccc1NC(=O)c1oc2ccccc2c1NC(=O)c1ccco1	-12	7	-6	6	14	39	1577	70	0.5	11	.
COc1cccc(C2C3=C(N=c4s/c(=C\c5ccc(O)cc5)c(=O)n42)c2ccccc2CC3)c1OC (stereo not drawn)	10	2	-5	-8	5	-8	1397	108	1.9	4	.
O=C(CSc1nc2ccc([N+](=O)[O-])cc2[nH]1)NC1CCCCC1	11	4	-4	-6	.	9	1520	102	3.0	1	.
Cc1ccc(-c2nc(=S)c3c(n2Cc2ccco2)CCCC3)cc1	8	1	3	12	30	-47	1711	143*	5.9	0	0.5
N#C/C(=N\Nc1ccccc1)C(=N)N1CCOCC1	-1	-12	12	6	-16	-2	1665	105	3.4	-1	0.15
O=C(Cc1ccc(Cl)cc1)Nc1ccc(N2CCCC2)cc1	1	-3	5	10	.	12	1609	95	2.1	0	-0.038
CCN1C(=O)c2cccc3c(S(=O)(=O)Nc4ccncc4)ccc1c23	12	-2	0	-1	.	-7	1255	103	0.7	0	2.3*
O=C(CSc1nnc(COc2ccc(Cl)cc2)o1)N1c2ccccc2CCc2ccccc21	0	-10	10	5	.	2	1563	100	3.1	8	.
Cc1[nH]c2ccccc2c1C(=O)C(=O)N1CCN(C(=O)c2ccco2)CC1	2	4	1	1	-12	6	1547	99	1.6	-1	-0.077
